GPR35 antagonists – GPR35 antagonists blocking zaprinast-driven arrestin recruitment, primary screen, imaging, U2OS, beta-arrestin-GFP, zaprinast agonist (AID 2058); G-protein coupled receptor 35 (Homo sapiens); actives 0.052% (n = 290,000); one-dose inhibition, % at 10 µM; IC50 in µM for titrated hits; U2OS GPR35 beta-arrestin-GFP translocation imaging, zaprinast antagonism; higher % means a stronger effect;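 active means inhibition of at least 50% with at least 30 cells and total cytoplasm GFP at most 10,000,000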
KOR beta-arrestin-1 – KOR antagonists, beta-arrestin recruitment, cell-based, luminescence, uHTS (AID 1778) | Kappa-type opioid receptor (Homo sapiens) | KOR beta-arrestin recruitment, luminescence, antagonist mode; higher % means a stronger effect | inhibition, % at 10 µM; hits with a dose series show IC50 in µM | actives 0.091% (n = 290,000); in the data active means inhibition above about 50%; further: strong numbers were not always called active
GPR55 beta-arrestin – GPR55 agonists via beta-arrestin recruitment, primary screen, imaging, U2OS cells, beta-arrestin-GFP redistribution (AID 1961) | U2OS GPR55 beta-arrestin-GFP redistribution imaging; higher % means a stronger effect | one-dose activation, % at 10 µM; EC50 in µM for titrated hits | actives 0.048% (n = 290,000);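 active means activation above 40% with more than 50 cells counted in the well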;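 further: U2OS osteosarcoma cells stably expressing GPR55 and beta-arrestin-GFP; plate controls were DMSO negative control for no effect and LPI positive control for full effect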
GPR55 LPI antagonism – GPR55 antagonists blocking LPI-driven arrestin recruitment, primary screen, imaging, U2OS, beta-arrestin-GFP, LPI agonist (AID 2013); G-protein coupled receptor 55 (Homo sapiens); U2OS GPR55 beta-arrestin-GFP translocation imaging, LPI antagonism; higher % means a stronger effect; one-dose inhibition, % at 10 µM; IC50 in µM for titrated hits; actives 0.13% (n = 290,000);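 active means spots per cell inhibited over 60%, with over 100 cells counted and total cytoplasm intensity under 500,000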;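 further: U2OS cells stably carrying GPR55 and arrestin-GFP stimulated by 5 µM LPI near EC80; imaged beta-arrestin-GFP aggregate spots per cell after agonist stimulation; plate controls were LPI-stimulated DMSO wells for no effect and DMSO wells without LPI for full effect; some results filed as inactive read as strong as hits; confirmed hits need IC50 under 10 µM and bright autofluorescent wells are also inconclusive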
NOD1 inhibition – NOD1 signaling inhibitors, primary screen, cell-based, luminescence, uHTS (AID 1578). NOD1-driven NF-kB luciferase reporter cells, luminescence; higher % means a stronger effect. inhibition, % at 4 µM, or EC50 in µM where a hit was titrated. actives 1% (n = 290,000); in the data active means inhibition mostly above about 36%, no sharp cut-off; inactive means mostly below about 34%;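 further: HEK-293T reporter cells stimulated with the NOD1 agonist gamma-tri-DAP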
K1F lysis inhibition – inhibition of K1F phage lysis, E. coli UTI89, bacterial capsule biogenesis inhibitors, alamar blue (AID 488966) | E. coli UTI89 K1F phage lysis, alamar blue, 2 h; higher % means a stronger effect | inhibition, % at 100 µM; hits with a dose series show IC50 in µM | actives 0.02% (n = 340,000);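 active means phage lysis inhibition, versus mean bacterial control, above a set limit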;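 further: capsule biogenesis inhibitors block K1F phage lysis so surviving cells raise fluorescence; higher fluorescence means more inhibition of phage lysis; actives were called in the ten point dose series up to 300 µM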
KOR beta-arrestin-2 – KOR agonists, beta-arrestin recruitment, primary screen, cell-based, luminescence, uHTS (AID 1777). Kappa-type opioid receptor (Homo sapiens). actives 0.02% (n = 280,000). KOR beta-arrestin recruitment, luminescence; higher % means a stronger effect. activation, % at 10 µM, or EC50 in µM where a hit was titrated; in the data active means activation above about 50%, passing the limit was not always enough; further: a part of the inactive calls stands beside numbers as strong as those of hits
Rac1 GTP hydrolysis – MgcRacGAP GTPase-activating activity inhibitors, confirmation, biochemical, ADP Hunter fluorescence. Rac GTPase-activating protein 1 (Homo sapiens). MgcRacGAP-stimulated Rac1 GTP hydrolysis, ADP Hunter fluorescence; higher % means a stronger effect; GST-tagged Rac1 F28L mutant substrate. one-dose inhibition, % at 30 µM; IC50 in µM for titrated hits. actives 0.6% (n = 340,000). AID 624330, 2012;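 active means first-screen hits whose inhibition reached a set limit at any dose in the follow-up dose series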;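 further: fluorescence reports GDP produced by GAP-driven GTP hydrolysis; strong numbers were not always called active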
NTR1 ag – agonists of NTR1, primary screen, imaging, U2OS cells, beta-arrestin-GFP, high content (AID 493036) | Neurotensin receptor type 1 (Homo sapiens), P30989 | actives 0.17% (n = 330,000) | NTR1-U2OS beta-arrestin-GFP spot imaging, agonist mode | activation, % at 20 µM;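 active means activation at or above 40% of the spot to cytoplasm intensity ratio, with at least 20 cells analyzed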;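 further: 0% = DMSO without peptide and 100% = 100 nM NTR1 peptide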
Target sequence (P30989 whole entry, looked up): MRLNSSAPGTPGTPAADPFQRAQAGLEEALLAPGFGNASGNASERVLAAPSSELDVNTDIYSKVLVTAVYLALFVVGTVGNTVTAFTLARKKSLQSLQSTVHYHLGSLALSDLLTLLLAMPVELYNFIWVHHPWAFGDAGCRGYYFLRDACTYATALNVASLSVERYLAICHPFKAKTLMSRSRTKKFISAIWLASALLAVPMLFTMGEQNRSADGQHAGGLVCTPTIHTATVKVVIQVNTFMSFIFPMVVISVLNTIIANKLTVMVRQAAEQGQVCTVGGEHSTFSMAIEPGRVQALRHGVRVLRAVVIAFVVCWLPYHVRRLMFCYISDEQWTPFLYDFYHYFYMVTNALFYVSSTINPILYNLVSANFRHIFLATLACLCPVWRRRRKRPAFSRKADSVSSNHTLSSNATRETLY
NTR1 ag cell count 20 µM – recorded beside NTR1 ag, whose call it bears; cell count; measured here: cell count, cytotoxicity flag
Starred values were filed as active, the others as inactive; . = no result given; [ ] = another dose, or the depositor's remark.

SMILES,GPR35 antagonists,KOR beta-arrestin-1,GPR55 beta-arrestin,GPR55 LPI antagonism,NOD1 inhibition,K1F lysis inhibition,KOR beta-arrestin-2,Rac1 GTP hydrolysis,NTR1 ag,NTR1 ag cell count 20 µM
Cn1ccnc1SCCNC(=O)CCc1nnc(CCc2ccccc2)o1,10%,-2%,0.1%,-16%,-33%,0.1%,.,4%,3.0,82
CCCC#CCN1CCN(C23CC4CC(CC(C4)C2)C3)CC1,-16%,-7%,0.0%,15%,2%,0.0%,-1.9%,5%,-0.7,57
CN(Cc1ccccc1)S(=O)(=O)c1ccc(NC(=S)NC(=O)C2CCCC2)cc1,-3%,-14%,-0.1%,21%,36%,3.8%,-1.2%,1%,14,60
O=C(/C=C/c1ccoc1)c1ccccc1O,4%,-15%,-0.2%,12%,-25%,1.6%[50 µM],-4.5%,7%,-0.7,45
CCOC(=O)C1=C(O)/C(=C/c2ccc(OCC(=O)O)c(OC)c2)SC1=Nc1ccc(OC)cc1,-7%,-20%,0.2%,-3%,-5%,-1.6%,-1.2%,13%,0.5,62
CC(C)Oc1ccc(CNC(=O)Cn2ccc3cc(S(=O)(=O)N4CCCC4)ccc32)cc1,6%,3%,0.1%,3%,-10%,0.2%,-7.4%,12%,0.4,59
COc1ccc(CN(CC(=O)NCc2ccco2)C(=O)CCC(=O)Nc2ccccn2)cc1,-8%,4%,-0.2%,-6%,-21%,0.0%,-3.1%,10%,-0.5,39
CN1CCC(=NNc2ncnc3sc4c(c23)CCCC4)CC1,10%,-48%,-0.2%,1%,-15%,0.4%,1.5%,5%,8.3,54
CCN(CC)S(=O)(=O)c1cccc(NC2=NCCCCC2)c1,13%,18%,-0.1%,-2%,-5%,0.4%,-2.4%,12%,0.1,55
COc1cc(OC)c(OC)cc1/C=N/NC(=S)NCC1CCCO1 (stereo not given),13%,1%,-0.2%,6%,-12%,-0.1%,-4.4%,12%,-1.2,85
O=C(N/N=C/C=C\c1ccccc1[N+](=O)[O-])c1ccncc1,2%,1%,-0.2%,2%,-7%,-1.4%,0.7%,-2%,0.9,43
COc1ccc2oc(C(=O)OCC(=O)NC3CCCC3)c(C)c2c1,-11%,6%,-0.1%,29%,-34%,0.2%,-1.1%,5%,0.1,56
Fc1ccccc1-n1c(-c2ccc3ccccc3n2)n[nH]c1=S,-7%,-63%[20 µM],-0.1%,12%,-30%,-0.4%,2.1%,13%,-0.3,75
CCN(CC(=O)Nc1c(F)cccc1F)C(=O)CNC(=O)c1cccc(C)c1,-4%,-8%,0.0%,1%,-7%,0.1%,-5.0%,6%,0.7,86
Cc1ccc(CSc2nnc(SCC(=O)N/N=C/c3c(C)nn(-c4ccccc4)c3C)s2)cc1,-12%,-18%,0.1%,10%,57%,4.0%,4.5%,3%,4.9,64
Cc1cc(-c2cc(C(=O)NC3CCCC3)on2)nc(NC2CCCC2)n1,2%,3%,-0.1%,-1%,1%,3.3%,8.1%,8%,1.0,107
COC(=O)c1cc(-c2ccc(C)cc2)n[nH]1,10%,-38%[20 µM],0.5%,3%,-65%,0.0%,.,14%,-2.0,75
COc1ccccc1C1CCN(C(=O)c2ccc(C(C)(C)C)cc2)CC1,28%,6%,1.3%,4%,2%,0.3%,0.8%,6%,30,93
OCCCNc1nc(-c2ccc(Cl)cc2)nnc1-c1ccccc1,7%,2%,0.1%,-2%,-16%,-1.7%,5.5%,6%,0.3,57
Cc1cc(NC(=O)CSc2nnnn2-c2ccc(C(C)C)cc2)no1,-4%,-62%,0.0%,9%,12%,0.1%,-0.2%,4%,-0.3,36
CSc1ccc(CN(C)C(=O)c2cc(=O)c3ccccc3o2)cc1,-6%,-22%,-0.2%,-1%,-10%,-0.2%,0.8%,-3%,-0.6,43
N#Cc1c(Cl)nc2c(c1C#N)CCCC2,-11%,23%,0.5%,-5%,2%,0.7%,2.8%,5%,0.2,51
CSc1ncc(-c2ccc(Cl)cc2)[nH]1,0%,.,0.3%,7%,-16%,0.2%,0.8%,18%,0.5,54
Cc1nn(C)cc1C(C)Nc1nc2nonc2nc1N1CCCCC1 (stereo not given),1%,-12%,0.2%,2%,-41%,0.2%,-2.8%,-4%,1.1,51
O=C(CCn1nnc2ccccc21)Nc1nnc(COc2ccccc2F)s1,-2%,-34%,-0.1%,-1%,7%,0.0%,1.5%,4%,1.0,84

SMILES,GPR35 antagonists,KOR beta-arrestin-1,GPR55 beta-arrestin,GPR55 LPI antagonism,NOD1 inhibition,K1F lysis inhibition,KOR beta-arrestin-2,Rac1 GTP hydrolysis,NTR1 ag,NTR1 ag cell count 20 µM
CC/C(C)=N/Nc1ccc(S(=O)(=O)N2CCCC2)cc1[N+](=O)[O-],2%,.,-0.4%,4%,-9%,1.4%[50 µM],-3.2%,3%,-2.3,55
Cc1ccc(NC(=O)C2CCCN2S(=O)(=O)c2ccc3c(c2)CCC(=O)N3)cc1Cl (stereo not given),-5%,13%,-0.1%,4%,-10%,4.2%,-5.6%,6%,1.1,63
O=C1Nc2ccccc2/C1=N/N=C/c1ccc(-c2ccc([N+](=O)[O-])cc2)o1,-8%,-28%,-0.6%,-3%,-50%,-0.6%,-2.3%,0%,.,.
COc1ccc(Nc2ccc([N+](=O)[O-])c3nonc23)c(OC)c1,5%,41%,-0.2%,8%,-4%,0.8%,-8.3%,8%,0.6,58
O=C1CC(CC(=O)N/N=C/c2ccccc2[N+](=O)[O-])=NN1,1%,-6%,-0.2%,-1%,-29%,3.9%,2.9%,7%,1.0,57
COc1ccc(N=Cc2ccc[nH]2)cc1,5%,-46%,0.2%,0%,-30%,0.3%,4.3%,-8%,-0.6,42
COc1cccc(OC)c1C(=O)NNC(=O)c1ccc(F)cc1,-6%,-34%,1.1%,0%,5%,0.6%,-1.6%,2%,-0.3,61
Cc1ccccc1-n1c(SCC(=O)NCc2cccs2)nnc1-c1ccncc1,18%,14%,0.0%,13%,-2%,3.0%,0.6%,5%,1.7,54
O=C(CCS(=O)(=O)c1cccc2nsnc12)N1CCN(c2ccccc2F)CC1,-5%,4%,-0.1%,9%,27%,-0.6%,32%,-6%,4.5,91
O=C(NCCC1=CCCCC1)c1ccc(Cl)c(S(=O)(=O)Nc2ccccc2)c1,-19%,10%,0.2%,0%,42%,-0.3%,0.7%,4%,0.3,55
CC(=O)Cc1nnn(-c2cc(C)on2)n1,-7%,3%,0.7%,73%,-3%,.,0.8%,.,-0.3,60
Cc1ccc(/C=C2\SC(=S)N(CCC(=O)Nc3cccnc3)C2=O)cc1,-1%,10%,-0.1%,6%,-33%,-0.2%,0.1%,10%,-0.2,57
S=c1[nH]nc(-c2ccco2)n1/N=C/c1cccc(Cl)c1,9%,15%,0.0%,3%,11%,-0.1%,-4.8%,12%,0.5,55
CC1CC(C)(C)N(C(=O)CN2CCN(C)CC2)c2ccccc21 (stereo not given),4%,-36%[20 µM],1.5%,-5%,-20%,0.3%,5.9%,85µM*,0.7,51
O=C1N(c2ccccc2)C(=Nc2ccccc2)SC12CC2,50%,-8%,-0.2%,0%,-9%,0.5%,-0.4%,2%,0.2,49
CC1(C(=O)N2CCOCC2)CCCCC1,4%,-27%[20 µM],-0.1%,10%,-18%,-1.4%,-1.4%,6%,2.1,59
Cc1cccc(N2CCN(C(=O)CCN3C(=O)C4C5C=CC(C5)C4C3=O)CC2C)c1 (stereo not given),-7%,7%,-0.4%,0%,-26%,0.0%,8.1%,10%,2.3,71
Cc1nnsc1C(=O)N1CCCC(N2CCN(c3cccc(C(F)(F)F)c3)CC2)C1 (stereo not given),-23%,34%,-0.2%,17%,-4%,2.8%,-0.7%,7%,-0.7,57
C/C(CC(=O)Nc1ccccn1)=N\NC(=O)c1ccc2ccccc2c1,-1%,6%,-0.6%,1%,-13%,1.2%,2.5%,9%,-0.7,41
CC1CCN(C(=O)c2ccc3c(c2)NC(=O)CN3)CC1,-2%,-15%,-0.1%,12%,-14%,.,4.1%,.,-1.5,50
OC(COc1ccc2c(c1)CCC2)CN1CCN(c2ccccc2F)CC1 (stereo not given),0%,-49%,0.2%,7%,-3%,0.1%,0.1%,1%,2.1,54
O=c1ccn(CCCBr)c(=O)[nH]1,-9%,19%,-0.1%,16%,-3%,0.6%,1.3%,5%,-1.6,35
Cc1ccc(S(=O)(=O)N2CCCC(C(=O)NC3=NCCS3)C2)cc1 (stereo not given),-13%,4%,0.2%,-1%,-15%,0.6%,-1.0%,10%,0.1,39
CCC(CC)c1nn2c(N)c(/C=C3\C(C)=Nc4ccccc43)c(=O)nc2s1,0%,-12%,0.2%,3%,-11%,.,6.2%,.,1.6,60
CC(C)CCn1c(=O)c2ccccc2c2ccccc2c1=O,16%,20%,-0.1%,8%,10%,0.0%,-5.5%,2%,6.3,62

SMILES,GPR35 antagonists,KOR beta-arrestin-1,GPR55 beta-arrestin,GPR55 LPI antagonism,NOD1 inhibition,K1F lysis inhibition,KOR beta-arrestin-2,Rac1 GTP hydrolysis,NTR1 ag,NTR1 ag cell count 20 µM
Cc1cc(OCC(O)CN2CCN(CCO)CC2)ccc1C(C)C (stereo not given),11%,7%,0.3%,16%,-31%,0.2%,12%,7%,0.6,65
CC(C)=CCCC1(C)C=Cc2c(ccc3c2[nH]c2cc(O)c(C)cc23)O1 (stereo not given),0%,-18%,1.3%,6%,-6%,-0.5%,1.7%,0%,18,98
COc1cccc(Nc2nnc(SCC(=O)N3CC(=O)Nc4ccccc43)s2)c1,-3%,7%,-0.1%,-1%,-8%,2.5%,5.2%,1%,1.5,73
COc1cc(Cl)c(C)cc1NC(=O)CSc1nc2ccccc2o1,8%,15%,-0.1%,-9%,-5%,4.3%,2.0%,1%,11,56
CC(C)c1ccc(NC2CCCN(C(=O)c3cccnc3)C2)cc1 (stereo not given),-3%,-1%,0.3%,6%,-21%,0.3%,-2.3%,9%,-0.3,62
O=c1oc(-c2cccs2)nc2scc(-c3cccs3)c12,-3%,56%,0.0%,11%,-18%,0.5%,-3.3%,12%,13,45

An excerpt. The share of hits here may be higher or lower than overall.
